BAP1 inh: inhibitors of BAP1 deubiquitinase, primary screen, biochemical, Ub-AMC fluorescence, kinetic. activity remaining (% of control), % at 20 µM. 0.48% of 72,000 active. Ubiquitin carboxyl-terminal hydrolase BAP1 (Homo sapiens), Q92560. recombinant BAP1, Ub-AMC hydrolysis fluorescence kinetic; stronger effect = lower value;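 active = activity remaining at or below 50% of control, provided the compound also passes the data quality filters; inactive = the rest, including low values that fail the filters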;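 note: 100% = DMSO wells rate and 0% = substrate alone blank rate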
Target sequence (Q92560 whole entry, looked up): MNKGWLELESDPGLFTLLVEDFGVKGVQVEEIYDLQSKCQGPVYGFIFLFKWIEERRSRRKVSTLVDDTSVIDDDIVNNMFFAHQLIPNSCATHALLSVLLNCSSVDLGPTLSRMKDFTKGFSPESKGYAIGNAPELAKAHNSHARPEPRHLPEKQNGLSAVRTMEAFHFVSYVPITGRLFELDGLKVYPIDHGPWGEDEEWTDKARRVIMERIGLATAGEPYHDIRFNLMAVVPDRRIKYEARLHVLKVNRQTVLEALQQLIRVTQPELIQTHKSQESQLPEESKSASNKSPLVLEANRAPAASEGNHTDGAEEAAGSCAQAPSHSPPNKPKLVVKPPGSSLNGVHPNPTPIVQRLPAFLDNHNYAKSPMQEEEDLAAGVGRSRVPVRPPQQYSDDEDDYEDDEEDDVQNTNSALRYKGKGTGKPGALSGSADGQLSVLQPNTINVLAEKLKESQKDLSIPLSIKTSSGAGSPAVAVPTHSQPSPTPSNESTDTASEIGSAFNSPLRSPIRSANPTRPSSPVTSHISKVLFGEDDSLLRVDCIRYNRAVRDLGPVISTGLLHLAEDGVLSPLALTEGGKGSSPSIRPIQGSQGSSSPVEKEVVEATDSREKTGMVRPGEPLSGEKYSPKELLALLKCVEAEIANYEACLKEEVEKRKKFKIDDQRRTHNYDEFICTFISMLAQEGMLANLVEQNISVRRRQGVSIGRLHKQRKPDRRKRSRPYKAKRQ
HePTP inhibitor: inhibitors of human HePTP phosphatase, primary screen, biochemical, absorbance, leukemia target; inhibition, % at 20 µM; 0.64% of 110,000 active; AID 521, 2006; recombinant HePTP phosphatase activity, OD absorbance; in the data active = inhibition above about 50%;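 note: plate controls were vehicle for no effect and reference inhibitor for full effect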
Target sequence (P35236 whole entry, looked up): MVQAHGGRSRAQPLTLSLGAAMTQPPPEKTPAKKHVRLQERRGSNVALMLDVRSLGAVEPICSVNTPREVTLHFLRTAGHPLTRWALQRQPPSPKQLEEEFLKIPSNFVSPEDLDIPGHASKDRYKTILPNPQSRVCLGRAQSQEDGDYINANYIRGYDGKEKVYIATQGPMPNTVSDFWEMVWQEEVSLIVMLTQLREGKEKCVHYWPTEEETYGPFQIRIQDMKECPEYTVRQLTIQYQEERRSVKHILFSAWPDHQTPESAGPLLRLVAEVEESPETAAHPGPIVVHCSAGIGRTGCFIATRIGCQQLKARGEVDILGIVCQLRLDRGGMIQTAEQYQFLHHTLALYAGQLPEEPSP
Numbers without * were called inactive; . = not tested or not shown; & = joins results of further samples.

No.	BAP1 inh	HePTP inhibitor	compound
1	.	1	O=C1NC(=Nc2ccccc2Cl)S/C1=C/c1ccc(-c2ccccc2Cl)o1
2	.	3	CC1(C)Cc2c(ccc3ccccc23)C(=O)N1
3	.	6	O=C(NCCc1ccc(Cl)cc1)Nc1ccc(Br)cc1
4	.	2	CCOc1ccc(N2CCCCn3c2nc2c3c(=O)[nH]c(=O)n2C)cc1
5	98	0	COc1cccc(CNC(=O)Cn2cc3c(n2)CCCC3)c1
6	81	-8	CCCn1c(NCc2cccs2)nc2ccccc21
7	82	2	O=C(NCC1CCCO1)C12CC3CC(CC(C3)C1)C2 (stereo not drawn)
8	.	-10	Cc1ccccc1NC(=O)CCc1ccccc1

Next section; the last 2 above are carried over.
No.	BAP1 inh	HePTP inhibitor	compound
7	82	2	O=C(NCC1CCCO1)C12CC3CC(CC(C3)C1)C2 (stereo not drawn)
8	.	-10	Cc1ccccc1NC(=O)CCc1ccccc1
9	99	.	O=C(Nc1ccccc1C(=O)NCCO)c1ccccc1
10	.	-15	Cc1ccc(N=Cc2c(O)ccc3ccccc23)nc1
11	77	13	O=C(CCN1CCN(c2ccccc2)CC1)Nc1ccc2c(c1)OCO2
12	.	9	O=C(Nc1ccccc1O)c1ccc(-c2ccc(Cl)cc2Cl)o1
13	.	5	CCOC(=O)N1CCN(C(=O)CNS(=O)(=O)c2cccs2)CC1
14	.	6	COc1cccc(/C=C2/SC(=S)N(CC(=O)O)C2=O)c1O
15	120	7	Cc1cc(-c2nsc(=O)o2)c(S(C)(=O)=O)s1
16	88	0	CCN(CC)C(=O)c1n[nH]c(=O)c2ccccc12
17	97	28	Cn1cc(C(=O)N2CCN(c3ccccn3)CC2)c(=O)c2cc(S(=O)(=O)N3CCOCC3)ccc21
18	.	3	N#CCCN1CCN(c2cc(N3CCOCC3)c(F)cc2[N+](=O)[O-])CC1
19	59	10	CCn1c(SCC(=O)Nc2nccs2)nnc1-c1cc2cccc(OC)c2o1
20	74	0	CC1=CC(C)(C)N(C(=O)c2ccc(F)cc2)c2cc3c(cc21)OCO3
21	.	-8	CCN(CC)c1ccc(/C=C(\NC(=O)c2ccccc2Cl)C(=O)NN)cc1
22	89	7	C=CCn1c(N)c(C(=O)NCCC2=CCCCC2)sc1=S
23	.	-7	COc1ccc(CN2CCN(C(=O)c3ccccc3F)CC2)cc1Br
24	106	-6	COCCNC(=O)c1cc(-c2cccc(OC)c2)on1
25	.	10	COc1ccc(C2SCCN2S(=O)(=O)c2ccc3ccccc3c2)cc1 (stereo not drawn)
26	92	3	CN(C(=O)c1cc2n(n1)C(C(F)(F)F)CC(c1ccco1)N2)c1ccccc1 (stereo not drawn)
27	94	2&-11	CC1(C)CC(=O)C=C(Nc2ccc(F)cc2F)C1
28	128	7	C=CCn1cnc2c(c1=O)c1nc3ccccc3nc1n2-c1ccc(Cl)cc1
29	.	-5	COc1ccc(N2C(=O)NC(=O)C(=Cc3ccccc3OCC(=O)O)C2=O)cc1
30	90	6	COc1ccccc1-n1c(SCC(N)=O)nc2c(c1=O)SCC2
31	.	-3	COc1cc(/C=N\NC(=O)CNc2ccc(C)cc2)cc(Br)c1O
32	.	9	O=C(COc1ccccc1[N+](=O)[O-])NC(c1ccccc1)c1c(O)ccc2ccccc12 (stereo not drawn)
33	.	9	CCOC(=O)c1c(CN(CCO)CCO)n(C)c2c1cc(OC(C)=O)c1c2c(-c2ccccc2)nn1-c1ccccc1
34	99	1	CC(=O)c1ccc(CCCC(=O)O)cc1
35	.	-4	Cc1cc(C)nc(N2CCN(c3ncnc4c3cnn4-c3ccccc3)CC2)n1
36	.	-10	CCc1cccc(NC(=O)c2cnccn2)c1
37	.	6	CCOc1ccc(NC2=C([N+](=O)[O-])CS(=O)(=O)C2)cc1
38	.	0	CC1CSc2nc3sc4c(c3c(=O)n21)CCCC4 (stereo not drawn)
39	.	6	O=C(O)c1ccc(C(=O)Nc2ccccc2Oc2ccccc2)c(C(=O)O)c1
40	86	-5	O=C(NCC1CCCO1)c1ccc2c(c1)N(Cc1ccccc1)C(=O)CS2=O (stereo not drawn)
41	165	4	Cc1cc(C)n(-c2ccc(C(=O)C(C#N)c3nc4ccccc4n3C)cc2)n1 (stereo not drawn)
42	67	-2	COc1ccc(S(=O)(=O)N2CCCC2)c(C)c1C
43	97	4	COc1nc(NCC(C)C)nc(Oc2ccc(OCc3ccccc3)nn2)n1
44	.	10	CCCCOc1ccc(C2Nc3ccccc3NC3=C2C(=O)CC(C)(C)C3)cc1 (stereo not drawn)
45	.	7	COc1ccc(/C(O)=C/c2nc3ccccc3n(-c3ccccc3)c2=O)cc1
46	93	14	O=C(O)CCc1ccc(-c2ccc(Cl)cc2)n1CC(=O)O
47	114	6	COc1cc(C(=O)Nc2ccc3c(c2)OCCO3)ccc1OC(F)F
48	97	10	COc1ccc(-c2noc(Cc3cccs3)n2)cc1
49	96	10	COC(=O)c1sccc1NC(=O)c1ccc(Br)o1
50	.	6	CCOc1ccccc1NC(=O)c1c(NC(=O)C(C)(C)C)sc2c1CCCCC2
51	102	12	COC(=O)C1=C(N)Oc2cc(C)n(CCCn3ccnc3)c(=O)c2C1c1ccc(Cl)cc1 (stereo not drawn)
52	.	-9	O=S(=O)(c1ccc(Cl)c(Cl)c1)N1CCN(c2ccccc2)CC1
53	119	9	CCN1CCC(C(=O)NC2CCCC2)(N(Cc2cccs2)C(=O)Cn2nnc3ccccc32)CC1
54	98	0	COc1cccc(OC)c1C(=O)Nc1ccc2c(c1)OCCO2
55	146	-5	Nc1nnnn1/N=C/c1ccccn1
56	111	0	Cn1nnc2cc(C(=O)N3CCC(c4ccccc4)C3)ccc21 (stereo not drawn)

Structural class, the entries above with an NH in an aromatic ring.
No.	BAP1 inh	HePTP inhibitor	compound
4	.	2	CCOc1ccc(N2CCCCn3c2nc2c3c(=O)[nH]c(=O)n2C)cc1
16	88	0	CCN(CC)C(=O)c1n[nH]c(=O)c2ccccc12

Later entries.
No.	BAP1 inh	HePTP inhibitor	compound
57	.	-1	COc1ccc(CCN(C(=S)Nc2ccccc2)C2CC(=O)N(c3ccc(Cl)cc3)C2=O)cc1 (stereo not drawn)
58	107	9	O=C(CN(C(=O)c1ccc2c(c1)OCCO2)c1ccccc1)NCC1CCCO1 (stereo not drawn)
59	124	.	CCOC(=O)c1c(NC(=O)CCN2C(=O)c3ccccc3C2=O)sc(C)c1C
60	70	9	CC(=O)c1c(N2CCN(C(=O)C3CCCO3)CC2)nc(=S)n(-c2ccccc2)c1C (stereo not drawn)
61	91	2	O=C(CN1CCN(c2ccccn2)CC1)Nc1ccc(OCc2ccccc2)cc1
62	106	10	Cc1nc(CCNC(=O)c2ccccc2)cs1
63	89	10	COc1ccc(-c2ccnc(SCC(=O)N3CCOCC3)n2)cc1
64	82	5	O=C(CN1C(=O)C2C3C=CC(C3)C2C1=O)Nc1nc(SCc2ccc(Cl)cc2)n[nH]1 (stereo not drawn)
65	95	-7	COC1Cc2ccccc2N(C(=O)N2CCN(CCO)CC2)c2ccccc21 (stereo not drawn)
66	82	3	CCCNS(=O)(=O)c1ccc(CCC(=O)NCc2ccco2)cc1
67	.	-14	O=C(c1ccc(Br)o1)N1CCCCCC1
68	89	6	O=C(Nc1ccccc1C(=O)N1CCOCC1)c1cccc(S(=O)(=O)N2CCCC2)c1
69	78	5	Cc1ccc(Cn2ncc3c(N4CCOCC4)ncnc32)cc1
70	.	8	O=S(=O)(c1ccccc1)N1CCSC1c1ccc(Br)cc1 (stereo not drawn)
71	61	9	CCn1c(SCC(=O)Nc2ccc(S(=O)(=O)Nc3ccccn3)cc2)nnc1-c1ccncc1
72	96	-6&-14	Cc1onc(-c2ccccc2Cl)c1C(=O)Nc1c(C)n(C)n(-c2ccccc2)c1=O
73	.	-17	Cc1ccc(-c2cc(C(=O)N3CC(C)CC(C)C3)c3ccccc3n2)cc1C (stereo not drawn)
74	107	11	Cc1cc(C)n(CC(=O)O)n1
75	.	-3	COc1ccc(OC)c(NC(=O)CN(c2ccc(C(C)C)cc2)S(=O)(=O)c2ccccc2)c1
76	84	2	Nc1nncn1C(=O)c1cc(Br)ccc1Cl
77	96	-4	CC(C)C(=O)Nc1cc2c(cc1C(=O)c1ccccc1)OCCO2
78	.	7	Cc1c(C(=O)OC(C)C)sc(NC(=O)c2cc(Cl)ccc2Cl)c1C(=O)OC(C)C
79	.	-1	CCOc1ccc(N2C(=O)NC(=O)/C(=C\c3ccc(OCC(=O)O)c(OC)c3)C2=O)cc1
80	109	.	O=C(OC(c1ccccc1)c1nccc2ccccc12)c1ccc(Cl)cc1 (stereo not drawn)
81	88	6	O=C(c1ccco1)N1CCN(CCOCCOc2cccc3ccccc23)CC1
82	81	-13	CCOC(=O)Cn1c(=O)oc2cc(S(=O)(=O)N3CCc4ccccc43)ccc21
83	.	-12	O=c1/c(=C/c2ccc(Sc3ccccc3)o2)sc2nc3ccccc3n12
84	.	1	Cc1cccc(Cc2cnc(NC(=O)CCN3C(=O)/C(=C/c4ccccc4Cl)SC3=S)s2)c1
85	91	8	CC1CCCN(C(c2ccccc2)c2sc3ncnn3c2O)C1 (stereo not drawn)
86	91	-1	Cc1cc(Nc2cccc(Cl)c2)n2ncnc2n1
87	.	3	COc1cc(NC(=O)c2cc(OC)c(OC)c(OC)c2)ccc1NC(=O)c1ccco1
88	74	8	Cc1ccc2c(CC(=O)Nc3ccc(N4CCN(C)CC4)cc3C)coc2c1
89	.	2	O=C(CSCc1ccc(F)cc1)Nc1ccccc1
90	80	5	O=C(Cn1c(-c2ccco2)nc2ccccc21)N1CCCCC1
91	96	1	COc1ccccc1NC(=O)c1ccc(NS(=O)(=O)c2c(C)noc2C)cc1
92	.	1	COc1ccc(S(=O)(=O)N2CCN(C(=O)c3ccccc3F)CC2)cc1
93	.	7	NNC(=O)CN1C(c2cccc(Cl)c2)=Nc2ccc(Br)cc2C1c1ccccc1 (stereo not drawn)
94	156	9	Cc1nc(Nc2nc(-c3ccccc3)cc(=O)[nH]2)nc2ccccc12
95	.	-6	CCc1ccc(OCC(=O)Nc2ccc(O)c(-c3nc4ccccc4s3)c2)cc1
96	109	10	COc1ccc(C(=O)COC(=O)CCCn2c(=O)oc3ccccc32)cc1
97	.	-8	COc1ccccc1CC(=O)Nc1ccc(Br)cc1C
98	.	4	COC(=O)C1=C(C)N(Cc2cccnc2)C(=O)/C1=C\c1cccc(Cl)c1Cl
99	96	0	CCCCNC(=O)CCCn1c(=S)[nH]c2cc3c(cc2c1=O)OCO3
100	126	8	O=C(Nc1c(F)cc(F)cc1Br)c1cc2nc(C(F)F)cc(C(F)F)n2n1
101	.	2	C=C(C)COc1ccccc1/C=C1\N=C(c2ccc(F)cc2)OC1=O
102	.	6	NS(=O)(=O)c1ccc(CNC(=O)c2ccccc2Br)cc1
103	107	9	CCN(CCO)Cc1cn[nH]c1-c1ccc(C)c(C)c1
104	.	8	NS(=O)(=O)c1ccc(NC(=O)CCCN2C(=O)/C(=C/c3ccc(Cl)cc3)SC2=S)cc1
105	105	-7	CCOC(=O)N1CCC(O)(c2cc(C)c(C)cc2C)CC1
106	80	.	CCN1C(=O)c2cccc3c(S(=O)(=O)N4CCc5ccccc5C4)ccc1c23
107	83	-5	COc1ccc(-n2c(Cc3cccs3)nnc2SCC(=O)Nc2ccc3c(c2)OCCO3)cc1
108	73	1	CCc1nnc(NC(=O)CN2CCC(O)(c3ccccc3OC)CC2)s1
109	.	-12	COc1ccccc1N1CCN(S(=O)(=O)c2ccc(SC)cc2)CC1
110	.	103*	Cc1ccc(NC(=O)c2cnn(-c3ccccc3)c2NC(=O)c2ccccc2Cl)cc1C
111	84	-7	Cc1noc(C)c1C(=O)Nc1sc(C)c(-c2ccccc2)c1C#N
112	73	5	Cc1ccccc1COc1ccc(/C(O)=C2/C(=O)C(=O)N(CCCn3ccnc3)C2c2ccco2)cc1 (stereo not drawn)

Three compounds out of the list above, ordered by the value under HePTP inhibitor, largest number first.
No.	BAP1 inh	HePTP inhibitor	compound
96	109	10	COc1ccc(C(=O)COC(=O)CCCn2c(=O)oc3ccccc32)cc1
70	.	8	O=S(=O)(c1ccccc1)N1CCSC1c1ccc(Br)cc1 (stereo not drawn)
65	95	-7	COC1Cc2ccccc2N(C(=O)N2CCN(CCO)CC2)c2ccccc21 (stereo not drawn)

(next part)
No.	BAP1 inh	HePTP inhibitor	compound
113	.	18	CCOc1ccccc1NC(=O)c1c(-c2c(Cl)cccc2Cl)noc1C
114	101	3	Cn1c(NC(=O)c2ccccc2C(F)(F)F)cc(=O)n(C)c1=O
115	96	9	CSCC[C@H](NC(=O)NCCC1=CCCCC1)C(=O)O
116	.	6	Cc1cc(C)c(C(N)=O)c(Nc2ccc(C3CCCCC3)cc2)n1
117	99	4	Cc1ccc(N2CC(C(=O)NC3=NCCS3)CC2=O)cc1 (stereo not drawn)
118	.	0	Cc1ccc2nc(NC(=O)c3cccc4ccccc34)sc2c1
119	91	.	CCCCNC(=O)c1cc(-c2ccc(OC)c(OC)c2)on1
120	.	1	CCOC(=O)c1c(-c2ccc(Br)cc2)csc1NC(=O)CSc1ccccc1
121	.	-6	Cc1ccc(S(=O)(=O)C(CC(=O)c2ccccc2)c2cccs2)cc1 (stereo not drawn)
122	.	6	CCCCOc1ccc(NC(=O)COc2cccc(C)c2C)cc1

Complete entries, looked up by structure. Order of screens: BAP1 inh | HePTP inhibitor
`CCn1c(SCC(=O)Nc2ccc(S(=O)(=O)Nc3ccccn3)cc2)nnc1-c1ccncc1` in the list: 61 | 9
`CC1=CC(C)(C)N(C(=O)c2ccc(F)cc2)c2cc3c(cc21)OCO3` in the list: 74 | 0
`Cc1onc(-c2ccccc2Cl)c1C(=O)Nc1c(C)n(C)n(-c2ccccc2)c1=O` in the list: 96 | -6&-14
`CSCC[C@H](NC(=O)NCCC1=CCCCC1)C(=O)O` in the list: 96 | 9
`COc1ccc(-c2ccnc(SCC(=O)N3CCOCC3)n2)cc1` in the list: 89 | 10
